High-throughput results (PubChem BioAssay)
S100A4 inh HTS: S100A4-myosin IIA interaction inhibition; P26447; S100A4/TAMRA-MyoIIA peptide fluorescence polarization; inhibition, % at 10.7 µM; hit rate 0.14% among 360,000; AID 652163;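 active means mean inhibition of at least 70% across replicates, with every replicate also reaching that level; inconclusive means mean inhibition reaches 70% but some replicates fall short; inactive means mean inhibition below 70%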
Target sequence (P26447 whole entry, looked up): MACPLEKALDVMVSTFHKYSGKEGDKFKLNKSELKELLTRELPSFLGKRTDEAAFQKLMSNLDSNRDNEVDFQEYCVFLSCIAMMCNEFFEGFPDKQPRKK
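Material: S100A4 monomer (human). Medium: Calcium-containing HEPES buffer, pH 7.2. Probe or stimulus: labelled myosin peptide probe, 5 nM. Compound dosing: one concentration per compound. Timing: polarization read 5 min after assay mix addition, stable 5–60 min. Benchmarks: DMSO as neutral control, TFP as positive control.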
Statin myotox sup: protects C2C12 myotubes from simvastatin toxicity; ATP luminescence, 48 h; scaled: DMSO 0, geranylgeraniol control 100; rescue of ATP level, % at 7.49 µM; hit rate 0.78% among 330,000;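 active means mean ATP rescue above about 67%, or every replicate alone reaching that limit, limit read from the data, passing the limit was not always enough; inconclusive means no clear call, values can overlap the other calls; inactive means mean under the limit and some replicate under it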;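 further: myotubes were challenged with 10 µM simvastatin during compound exposure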
E-selectin induc: E-selectin induction on HUVECs | P16581 | HUVEC E-selectin immunofluorescence imaging; normalized: neutral wells 0, TNF-alpha wells 100 | activation, % at 7.58 µM | hit rate 0.37% among 260,000 | AID 686992;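 active means mean E-selectin-positive cell signal at least 10% of the positive control, reached in at least 60% of replicates, without over 20% cell loss; inconclusive means no rule given, readout overlaps actives, possibly toxicity-flagged; inactive means the rest, including those meeting only one limit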;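 further: in these data hits start at about 27%; measured in HUVEC primary endothelial cells; signal is the percent of cells scored E-selectin positive by PE staining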
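System: HUVEC / Compound: single concentration / Signal: immunofluorescence imaging / Read-out: percent E-selectin-positive cells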
PglD inh: blocks C. jejuni PglD acetyltransferase activity. hit rate 0.098% among 360,000. inhibition, % at 12.5 µM. purified PglD enzyme, DTNB colorimetric CoA detection; in the data active means inhibition above about 16%, passing the limit was not always enough; inconclusive means no clear call, values can overlap the other calls; further: strong numbers were not always called active
DENV2 CPE rescue: DENV2-induced cell death inhibition. CPE inhibition, % at 9.99 µM. hit rate 1.7% among 350,000. DENV2-infected cells, cytopathic effect rescue, plate reader; in the data active means CPE inhibition above about 20%, passing the limit was not always enough; inconclusive means no clear call, values can overlap the other calls; tested in BHK-21 cells;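 further: 0% = median of neutral control wells and 100% = median of positive control wells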
ERp5 block: blocks human ERp5 reductase activity on insulin. hit rate 0.05% among 350,000. AID 651711. inhibition, % at 9.99 µM. ERp5 insulin aggregation, absorbance 650 nm, 90 min. Q15084;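 active means mean replicate inhibition above about 25%, with every replicate also reaching it, limit read from the data, passing the limit was not always enough; inconclusive means only one of those two criteria met; inactive means neither criterion met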
Target sequence (Q15084 whole entry, looked up): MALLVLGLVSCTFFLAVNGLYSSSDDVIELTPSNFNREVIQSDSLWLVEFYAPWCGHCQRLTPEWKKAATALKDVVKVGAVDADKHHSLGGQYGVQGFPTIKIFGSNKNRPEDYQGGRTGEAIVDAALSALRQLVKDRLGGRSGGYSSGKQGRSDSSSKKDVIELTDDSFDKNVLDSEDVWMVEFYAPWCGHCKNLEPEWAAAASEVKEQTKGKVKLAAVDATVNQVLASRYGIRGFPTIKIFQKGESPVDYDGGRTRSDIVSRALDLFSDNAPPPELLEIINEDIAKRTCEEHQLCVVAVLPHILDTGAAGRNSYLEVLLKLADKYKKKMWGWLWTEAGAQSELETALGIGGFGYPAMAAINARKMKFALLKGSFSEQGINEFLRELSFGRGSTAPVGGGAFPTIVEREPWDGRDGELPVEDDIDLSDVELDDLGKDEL
SIRT5 inh: inhibitors of human sirtuin-5 desuccinylase. Q9NXA8. Purified SirT5, succinyl-peptide AMC, trypsin-coupled fluorescence. inhibition, % at 15 µM. hit rate 1.1% among 330,000. AID 652115; in the data active means inhibition above about 15%; inconclusive means no clear call, values can overlap the other calls
Target sequence (Q9NXA8 whole entry, looked up): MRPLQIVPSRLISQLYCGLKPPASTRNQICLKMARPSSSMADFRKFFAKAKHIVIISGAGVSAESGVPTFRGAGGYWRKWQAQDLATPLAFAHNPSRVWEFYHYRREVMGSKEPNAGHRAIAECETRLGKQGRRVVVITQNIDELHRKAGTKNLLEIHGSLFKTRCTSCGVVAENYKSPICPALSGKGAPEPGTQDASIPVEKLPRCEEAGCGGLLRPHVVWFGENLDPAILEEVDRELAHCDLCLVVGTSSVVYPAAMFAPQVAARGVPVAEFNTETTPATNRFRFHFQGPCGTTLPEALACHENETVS
* = called active by the depositor; ? = inconclusive; · = not tested or not shown; & = joins results of further samples. This is a subset; rates above refer to the full screens.

(1) CNC[C@@H]1OCCCC[C@H](C)Oc2ccc(NS(=O)(=O)c3ccccc3)cc2C(=O)N([C@H](C)CO)C[C@@H]1C
(2) NC(=O)CSc1nc2c(c(=O)n1-c1ccccc1)C1(CCCCC1)Cc1ccccc1-2
(3) Cc1cn2c(nc1=O)OC1CC2OC1CO (stereo not drawn)
(4) O=C(NNC(=O)C12CC3CC(CC(Cl)(C3)C1)C2)c1ccncc1
(5) CCC(=O)N1C[C@H](C)[C@H](OC)CN(C)C(=O)c2ccc(NC(=O)C3CC3)cc2OC[C@H]1C
(6) C[C@@H](NC(=O)[C@@H]1Cc2ccccc2CN1C(=O)OC(C)(C)C)C(=O)NC1CCCC1
(7) CC(=O)c1ccc(-c2ccc(C(=O)N3CCC(C(N)=O)CC3)o2)cc1
(8) CO[C@@H]1CN(C)C(=O)c2ccc(NC(=O)c3cnccn3)cc2OC[C@H](C)N(CCc2ccccc2)C[C@H]1C
(9) CCC(=O)N1CC(=O)N2[C@H](C1)[C@H](c1ccc(C#CC3CCCC3)cc1)[C@@H]2CO
(10) CC=Cc1ccc2n(c1=O)C[C@@H]1[C@@H](CO)[C@H](C(=O)NCCC)N(Cc3cocn3)[C@H]21 (mixture of isomers)

screen / no.	1	2	3	4	5	6	7	8	9	10
E-selectin induc	0.3	·	-1.9	-0.2	-0.1	·	0.8	0.0	0.0	0.4
SIRT5 inh	2	-3	-3	-1	-3	-4	-19	4	-3	-2
PglD inh	2	·	2	2	1	6	-3	0	·	5
DENV2 CPE rescue	8	1	-4	-2	9	4	-3	3	5	?
ERp5 block	5	1	4	0	-4	·	-2	-1	2	-1
S100A4 inh HTS	-13	-2	0	-1	-4	-7	-4	2	-10	3
Statin myotox sup	-4	·	-4	-3	2	2	8	0	·	-26

(11) Cc1ccc(S(=O)(=O)NCCCNS(=O)(=O)c2ccccc2Br)cc1
(12) C[C@H](CO)N1C[C@H](C)[C@@H](CN(C)S(=O)(=O)c2cccs2)Oc2c(NC(=O)Nc3ccccc3)cccc2C1=O
(13) O=C(NCC[C@H]1CC[C@@H](NS(=O)(=O)c2ccc(F)cc2)[C@H](CO)O1)c1ccccc1F
(14) CCCCc1c(-c2ccccc2OC)ncn1Cc1cc(F)ccc1F
(15) O=S(=O)(NCc1ccccc1Cl)c1ccc(-n2cccn2)cc1
(16) COc1cccc(CNC(=O)C2CCN(S(=O)(=O)c3ccc(-n4cnnn4)cc3)CC2)c1
(17) O=C(Nc1ccccc1)C1C2/C=C\CCCCC21 (stereo not drawn)
(18) CC(=O)c1ccc(N2CCN(CC(=O)NC(=O)NCc3ccccc3)CC2)cc1
(19) Nc1nc2c(s1)CCCCCCCCCC2
(20) CNC(=O)C[C@@H]1CC[C@@H]2[C@H](COc3ccc(NC(=O)Nc4ccccc4)cc3C(=O)N2C)O1

screen / no.	11	12	13	14	15	16	17	18	19	20
E-selectin induc	0.0	8.4&0.1	-0.5	0.0	25	-0.2	·	-1.3	-0.4	?
SIRT5 inh	·	·	-3	·	-4	·	1	-5	-1	6
PglD inh	2	8	·	·	-3	13	·	-2	9	-3
DENV2 CPE rescue	19	·	-10	-7	7	-1	-1	-1	-4	6
ERp5 block	0	·	-9	-6	1	2	-1	-6	2	1
S100A4 inh HTS	-9	·	3	-4	-1	-7	2	-15	5	0
Statin myotox sup	-3	-14	·	·	12	-2	·	4	·	-2

(21) CC[C@]12c3[nH]c4ccc(OC)cc4c3CCN1C(=O)C(CC(=O)NCCC1=CCCCC1)C[C@@H]2C(=O)N1CCN(C(=O)C2CC2)CC1 (stereo partly drawn)
(22) CCC(c1nnnn1-c1ccc2c(c1)OCCO2)N1CCN(c2ccc(C(F)(F)F)cn2)CC1 (stereo not drawn)
(23) O=C(O)c1ccc(NC(=O)c2ccc3c(c2)C(=O)N(c2ccccc2)C3=O)cc1
(24) CC(Oc1ccc(F)cc1F)C(=O)NNC(=S)NCC1CCCO1 (stereo not drawn)
(25) Cc1ccc(SCCC(=O)Nc2ccccc2C(=O)NC2CCCCC2)cc1
(26) CN1C(=O)c2cc(NC(=O)Nc3cccc(C#N)c3)ccc2OC[C@H]2O[C@@H](CC(=O)NCc3ccc(Cl)cc3)CC[C@@H]21
(27) O=C(CN1C(=O)/C(=C\c2ccccc2Br)Oc2ccccc21)NCCCN1CCOCC1
(28) CCOc1ccc2oc(C(=O)OC(C(=O)NC(N)=O)C(C)C)c(C)c2c1 (stereo not drawn)
(29) Cc1[nH]c2ccc(C(=O)N3CCN(c4ccc(F)cc4)CC3)cc2c1C
(30) O=C(C[C@@H]1CC[C@H]2[C@@H](COC[C@@H](O)CN2C(=O)c2ccccc2F)O1)NCc1ccccc1

screen / no.	21	22	23	24	25	26	27	28	29	30
E-selectin induc	0.0	-2.5	-0.1	-0.2	-1.5	0.0	2.8	-0.5	0.1	0.0
SIRT5 inh	-3	0	13	0	-4	1	-4	-5	2	1
PglD inh	-13	·	6	1	·	·	-1	-6	-2	2
DENV2 CPE rescue	11	16	-8	3	·	-11	2	7	-4	?
ERp5 block	-2	3	2	3	-10	1	5	2	0	-1
S100A4 inh HTS	-3	-1	-1	-16	-2	-2	-5	-2	-1	-9
Statin myotox sup	0	·	6	5	·	·	8	-10	8	-4

(31) CCN1CCN(C(c2cccs2)C(C)NS(=O)(=O)c2ccccc2)CC1 (stereo not drawn)
(32) Nc1ccc2c(c1)C(=NO)c1cc([N+](=O)[O-])ccc1-2
(33) COc1ccc(-c2cc(C(F)(F)F)n3nc(C(=O)Nc4c(C)n(C)n(-c5ccccc5)c4=O)c(Cl)c3n2)cc1
(34) C[C@H]1CN([C@@H](C)CO)C(=O)c2cccc(NS(=O)(=O)c3ccc(F)cc3)c2O[C@H]1CN(C)CC1CC1
(35) Cc1cccc(N/C(N)=N/c2nc(CSc3ccc(Cl)cc3)cc(=O)[nH]2)c1
(36) Cc1noc(C)c1NC(=O)NCC[C@H]1CC[C@@H](NC(=O)Nc2cccc(Cl)c2)[C@H](CO)O1
(37) CC(=O)c1c(C)[nH]c(C(=O)Nc2nc(C)cs2)c1C
(38) Cc1cc2nc(-c3ccc(SCC(=O)N4CCc5ccccc54)nc3)[nH]c2cc1C
(39) C[C@H](CO)N1C[C@H](C)[C@@H](CN(C)CC2CCCCC2)Oc2c(NS(=O)(=O)c3cn(C)cn3)cccc2C1=O
(40) Cc1cccc(C)c1OCC(=O)Nc1cccc(S(=O)(=O)N2CCCC2)c1

screen / no.	31	32	33	34	35	36	37	38	39	40
E-selectin induc	0.8	-0.2	·	0.0	·	0.4	0.1	·	-3.0&-0.1	·
SIRT5 inh	-4	-4	·	-2	-3	-1	1	-3	-1&-8	-5
PglD inh	4	-3	-6	3	·	3	4	5	-1&-3	2
DENV2 CPE rescue	-3	·	0	3	4	-6	2	12	-3&-3	7
ERp5 block	-4	-2	-1	3	2	-2	-8	0	2&7	-10
S100A4 inh HTS	-5	-4	5	3	-4	5	0	6	10&-5	3
Statin myotox sup	-2	-31	-13	-12	·	1	-13	-30	9&60	7

(41) OC[C@@H]1[C@@H](c2ccc(-c3cccnc3)cc2)[C@H]2CN(CC3CC3)CCCCN12
(42) CCCNC(=O)N1C[C@H](C)[C@H](OC)CN(C)C(=O)c2ccc(NS(C)(=O)=O)cc2OC[C@@H]1C
(43) C/C(CC(=O)Nc1ccc(Cl)c(Cl)c1)=N\NC(=O)C(=O)N1CCCCC1
(44) COc1ccc(NC(=O)CSCC(=O)N2CCN(c3cccc(C(F)(F)F)c3)CC2)cc1
(45) COc1ccc(CCn2c(-c3ccco3)nc3nc4ccccc4nc32)cc1
(46) Cc1ccc(SCCN)cc1C
(47) CC(C)NC(=O)N(C)C[C@@H]1OCc2ccccc2-c2ccccc2C(=O)N([C@H](C)CO)C[C@@H]1C
(48) CC(C)C#Cc1cnc2c(c1)C(=O)N([C@@H](C)CO)C[C@H](C)[C@@H](CN(C)S(=O)(=O)c1cn(C)cn1)O2
(49) Cc1ccccc1CC1(CO)CCCN(C(=O)Cc2c(F)ccc(F)c2F)C1 (stereo not drawn)
(50) O=C(O)C(Cc1ccccc1N(CCO)CCO)N1C(=O)c2ccccc2C1=O (stereo not drawn)

screen / no.	41	42	43	44	45	46	47	48	49	50
E-selectin induc	-0.1	0.2	·	·	·	2.2	-0.2	0.0	0.4	-0.2
SIRT5 inh	9	6	2	1	-3	-2	-5	-2	5	0
PglD inh	-3	0	-1	-1	3	·	1	2	-9	-4
DENV2 CPE rescue	-4	5	-3	-8	·	-1	11	?	-2	-9
ERp5 block	-1	6	4	-9	11	-8	7	-1	5	0
S100A4 inh HTS	6	-5	2	1	-2	-6	-30	-9	0	-14
Statin myotox sup	-20	-2	7	-1	·	·	-10	5	9	-1

The closing 4 records of the part above open the next one.
(47) CC(C)NC(=O)N(C)C[C@@H]1OCc2ccccc2-c2ccccc2C(=O)N([C@H](C)CO)C[C@@H]1C
(48) CC(C)C#Cc1cnc2c(c1)C(=O)N([C@@H](C)CO)C[C@H](C)[C@@H](CN(C)S(=O)(=O)c1cn(C)cn1)O2
(49) Cc1ccccc1CC1(CO)CCCN(C(=O)Cc2c(F)ccc(F)c2F)C1 (stereo not drawn)
(50) O=C(O)C(Cc1ccccc1N(CCO)CCO)N1C(=O)c2ccccc2C1=O (stereo not drawn)
(51) COc1ccccc1Nc1cc(C(=O)NC2CCCC2)c2ccccc2n1
(52) CCN(CC)CCCN1C=C2C(=O)C(C)(OC(=O)CCC(=O)OC)C(=O)C=C2C=C1C1CC1 (stereo not drawn)
(53) O=C(CN1CCOCC1)NCCc1ccccc1
(54) C=CCc1cc(Cl)ccc1OC(=O)Nc1cccc(Cl)c1
(55) CCCCC(=O)Nc1ccc(NC(=S)NC(=O)c2ccco2)cc1OC
(56) CC(NC(=O)c1ccccc1NS(=O)(=O)c1ccc(CCC(=O)O)cc1)c1ccccc1 (stereo not drawn)
(57) COc1ccccc1-c1cn[nH]c1-c1ccc(OCC(=O)NN)cc1O
(58) COc1ccc2c3c(n(C)c2c1)[C@@H](CO)N(C(C)=O)CC31CCN(C(=O)c2ccccc2)CC1
(59) Cc1nc2ccccc2c(=O)n1NC(=O)c1cncc(Br)c1
(60) C[C@H](CO)N1C[C@H](C)[C@H](CN(C)Cc2cccnc2)Oc2cc(/C=C/c3ccccc3)ccc2S1(=O)=O
(61) CC(=O)c1ccc(NC(=O)C2CCCN(S(=O)(=O)c3ccc(-n4cnnn4)cc3)C2)cc1 (stereo not drawn)
(62) CS(=O)(=O)N1N=C(c2ccco2)CC1c1ccc(Cl)cc1Cl (stereo not drawn)
(63) CC(C)CC#Cc1ccc2c(c1)O[C@@H](CN(C)C(=O)C1CCC1)[C@@H](C)CN([C@H](C)CO)S2(=O)=O

screen / no.	47	48	49	50	51	52	53	54	55	56	57	58	59	60	61	62	63
E-selectin induc	-0.2	0.0	0.4	-0.2	·	-0.1	·	·	·	·	·	-0.3	·	0.1	0.7	0.6	0.1
SIRT5 inh	-5	-2	5	0	-4	·	-7	-1	0	-1	-7	6	-6	12	2	0	11
PglD inh	1	2	-9	-4	3	-12	4	7	-1	-2	-1	·	·	17	-7	·	-78
DENV2 CPE rescue	11	?	-2	-9	5	2	2	-3	-1	7	-7	-11	-3	9	-5	-3	-2
ERp5 block	7	-1	5	0	-1	-2	-6	-2	1	-11	6	-4	9	7	0	1	4
S100A4 inh HTS	-30	-9	0	-14	-3	9	-18	3	8	2	0	8	-6	5	-5	0	6
Statin myotox sup	-10	5	9	-1	27	5	2	-19	·	7	5	·	·	-12	8	·	6
